# Lipid storage S3 = qHTS Assay for Lipid Storage Modulators in Drosophila S3 Cells; 320,000 tested, 0.64% active; AID 2685; Drosophila S3 cells, BODIPY lipid droplet fluorescence, 18-24 h; cells fed with added oleic acid; lipid storage change, negative = inhibition, % at the top dose, mostly 46.1 µM; hits show Potency in µM; active means well fitted inhibition curve with a large enough effect in the signal ratio, with a control signal flat, not every such curve was filed as active; inconclusive means small, poorly fitted or top-dose-only effect, or effect the other way, or a change in a side signal; the % refers to the signal ratio
#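 Laser-scanning cytometry quantifies lipid droplet accumulation (500–530 nm total intensity; droplet/cell object ratio) in oleic acid-fed (400 uM added) Drosophila S3 cells treated with a concentration series. 20 uM Triacsin C defined 100% inhibition.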
# Lipid storage S3 cell count max = second read-out of Lipid storage S3, no call of its own (marks repeat the call); cell number change, %; measured here: cell count max response;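 cells counted by Cell Tracker Red CMTPX staining in the red channel; peak over a dose series mostly up to 46.1 µM; percent activity relative to internal control wells on each plate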
# * marks the source's active call; other numbers are inactive results; i = inactive; ? = inconclusive; . = not tested or not shown; [ ] = remark or other dose. On the % scale 0 is the no-effect control and ±100 the full control effect; potency means the concentration at half of the fitted maximal effect. An excerpt; rates above refer to the full screens.
SMILES,Lipid storage S3,Lipid storage S3 cell count max
COc1ccc(OC)c(-n2c(-c3cccc(C)c3)n[nH]c2=S)c1,-4.2%[9.22 µM],14.2
COc1ccc(NC(=O)Nc2cccs2)cc1OC,9.6%,.
[O-][n+]1onc2c1C(N1CCOCC1)CCC2N1CCOCC1 (configuration not stated),?,.
CCN(CC)C(=O)c1nc[nH]c1C(=O)N(C)Cc1ccccc1,?,.
CCOc1ccccc1-c1nnc(SCC(=O)Nc2ccccc2)o1,i,-16.5
Cc1cc2c(cc(C(=O)NCCCN3CCOCC3)n2Cc2ccc(Cl)cc2)o1,i,.
CC(OC(=O)CCCOc1ccccc1)C(=O)NC(N)=O (configuration not stated),-125.8%,7.0
COc1cccc(CNC(=O)Cn2ncn3cccc3c2=O)c1OC,-2.0%,22.5
CCc1ccc(/C=C2/C(=O)N(CC)C(=S)N2C)s1,-3.2%,22.0
COC(=O)c1ccc(CSc2nc3c(cnn3-c3ccccc3)c(=O)[nH]2)o1,-0.5%,-23.8
CN(Cc1nc(-c2ccccn2)no1)S(=O)(=O)c1ccc(Br)cc1,?,.
COc1c(Cl)cc(Cl)cc1C(=O)Nc1ccc(NC(=O)c2cccs2)cc1,?,.
C=CCC1(O)C(=O)N2C(=C1C(=O)OCC)c1ccc3ccccc3c1CC2(C)C (configuration not stated),12.6%,-5.5
CCOCCCNC(=O)CN1CCN(c2ccc(F)cc2)CC1,?,.
O=C(c1ccc(C(F)(F)F)cc1)C1CCCN(C(=O)CN2C(=O)CSC2=O)C1 (configuration not stated),2.6%,5.4
Cc1ccc(S(=O)(=O)N(CC(=O)NCc2ccncc2)Cc2ccc(F)cc2)cc1,?,.
CCOC(=O)Cn1c(-c2ccccc2)ccc(C#N)c1=O,?,.
O=C(CN1CCN(c2ccccc2F)CC1)N1N=CCC1c1ccccc1 (configuration not stated),21.8%,5.2
O=C(Cc1coc2ccc3ccccc3c12)NC1CCCc2ccccc21 (configuration not stated),?,.
Cc1ccc(C2(C)NC(=O)N(CC(=O)Nc3c(C)n(C)n(-c4ccccc4)c3=O)C2=O)cc1 (configuration not stated),?,.
CCN1CCN(C(C(=O)NC2CCCCC2)c2ccc(Cl)cc2)CC1 (configuration not stated),?,.
CN(C)CCCN(C(=O)c1ccc(S(=O)(=O)N2CCc3ccccc32)cc1)c1nc2ccc(F)cc2s1,i,.
CCS(=O)(=O)c1cc([N+](=O)[O-])c(Sc2ccccc2NC(C)=O)s1,?,.
CSc1cccc(NC(=O)CCc2ccccc2)c1,?,.
CCOc1ccc(NC(=S)N2c3ccccc3CC2C)cc1 (configuration not stated),?,.
Cc1ccc(OCc2nnc(SCC(=O)c3cccs3)n2-c2ccccc2)cc1C,-0.8%,2.6
CCN(CC(=O)NCc1cccs1)C(=O)COc1ccc(C(C)=O)cc1,?,.
COc1ccc(/C=C2\NC(=S)N(CC3CCCO3)C2=O)c(OC)c1C (configuration not stated),-2.3%,0.8
CC(C)(C)C1=NN(c2ccc([N+](=O)[O-])cc2)C(c2ccccc2)C1 (configuration not stated),?,.
O=[N+]([O-])c1c(NCCO)cc(N2CCC3(CC2)OCCO3)c2nonc12,16.7%,-1.4
COc1ccc(S(=O)(=O)Nc2ccc(NC(C)=O)cc2)cc1OC,?,.
NC(=O)CC(NC(=O)c1cccc(Br)c1)c1ccc(N2CCN(c3ccccn3)CC2)c([N+](=O)[O-])c1 (configuration not stated),?,.
CN(C)S(=O)(=O)c1cccc(C(=O)C2=C3SC=C(c4ccccc4)N3CC2)c1,?,.
COc1ccc(/C=N\N2CCN(Cc3ccccc3Cl)CC2)cc1,-6.9%,-21.2
CC(C)(C)c1ccc(/C=C2/SC(N3CCCC3)=NC2=O)cc1,?,.
Cc1cccc(C)c1OCC(=O)N(Cc1cccs1)C1CCS(=O)(=O)C1 (configuration not stated),?,.
COc1ccc(/C=N/NC(=O)c2ccc(CN3c4cccc5cccc(c45)S3(=O)=O)cc2)cc1,?,.
O=[N+]([O-])c1ccc(-c2c(-c3ccccc3)ncc3ccc(F)cc23)cc1,?,.
COCCSc1nnc(NS(=O)(=O)c2ccc(F)cc2)s1,-16.9%,.
Brc1ccccc1-c1nnc(COc2ncnc3c2cnn3-c2ccccc2)o1,-11.4%,1.7

# Six entries out of the list above, sorted by their value in Lipid storage S3, low to high.
SMILES,Lipid storage S3,Lipid storage S3 cell count max
COCCSc1nnc(NS(=O)(=O)c2ccc(F)cc2)s1,-16.9%,.
Brc1ccccc1-c1nnc(COc2ncnc3c2cnn3-c2ccccc2)o1,-11.4%,1.7
COc1ccc(/C=N\N2CCN(Cc3ccccc3Cl)CC2)cc1,-6.9%,-21.2
COc1ccc(/C=C2\NC(=S)N(CC3CCCO3)C2=O)c(OC)c1C (configuration not stated),-2.3%,0.8
Cc1ccc(OCc2nnc(SCC(=O)c3cccs3)n2-c2ccccc2)cc1C,-0.8%,2.6
O=[N+]([O-])c1c(NCCO)cc(N2CCC3(CC2)OCCO3)c2nonc12,16.7%,-1.4

# (more compounds)
SMILES,Lipid storage S3,Lipid storage S3 cell count max
Cc1cnc(NC(=O)C2CC(=O)N(c3cccc(Cl)c3)C2)s1 (configuration not stated),6.9%,14.0
Cc1c(C(=O)N2CCCCC2)c(S(=O)(=O)NCCc2ccc(S(N)(=O)=O)cc2)c(C)n1C,?,.
O=c1c2c(nc3nc(SCc4ccccc4)[nH]n13)CCC2,17.7%,18.4
CC(C)c1ccc(Nc2ccc(C(=O)O)cc2[N+](=O)[O-])cc1,10.6%,-12.4
Cc1ccc(-c2cc(C(=O)NCc3ccccn3)c3ccccc3n2)cc1,?,.
CS(=O)(=O)N(CC(=O)Nc1cccc([N+](=O)[O-])c1)c1ccccc1F,?,.
O=C(Nc1nc2c(Cl)cccc2s1)c1ccc(Br)o1,?,.
CN(C)S(=O)(=O)c1ccc(C(=O)Nc2ccc(OCC(=O)N3CCOCC3)cc2)cc1,?,.
O=C(c1ccc(N2CCCCC2)c([N+](=O)[O-])c1)N1CCN(c2ccccn2)CC1,0.6%,9.4
Cc1ccc2nc(N3CCOCC3)c(C=O)c(=O)n2c1,4.9%,-15.5
CC(C)NC(=O)Cn1nnc(-c2ccc(Cl)cc2)n1,6.9%,1.7
CCOc1ccc(N=C2NC(=O)C(CC(=O)Nc3ccc(OC)cc3)S2)cc1 (configuration not stated),-2.8%,8.3
CC(C)C(NS(=O)(=O)c1ccc(Br)s1)C(=O)O (configuration not stated),?,.
C=CCNc1nc(S(=O)Cc2ccc(C)cc2)nc2c1CCCC2 (configuration not stated),?,.
CC(C)CC(=O)NC(=S)Nc1cccc(NC(=O)c2ccccc2Cl)c1,?,.
COC(=O)Cc1c(C(=O)OC)nnn1-c1ccc(OC(F)(F)F)cc1,i,.
COc1ccc(NC(=S)NC(NC(=O)c2cccc3ccccc23)C(Cl)(Cl)Cl)c([N+](=O)[O-])c1 (configuration not stated),?,.
Cc1ccc(C(=O)NC(=C(Cl)Cl)S(=O)(=O)c2ccc(C)cc2)cc1,-18.3%,2.2
CCN(CCCNC(=O)CCC(=O)N1CCOc2ccccc21)Cc1ccccc1,?,.
COCCN(C(=O)CSc1n[nH]c(-c2ccccc2)n1)c1c(N)n(CC(C)C)c(=O)[nH]c1=O,?,.

# Full records, looked up by structure. Values in the order: Lipid storage S3	Lipid storage S3 cell count max
# `CN(C)S(=O)(=O)c1ccc(C(=O)Nc2ccc(OCC(=O)N3CCOCC3)cc2)cc1` reads ?	.
# `CC(C)c1ccc(Nc2ccc(C(=O)O)cc2[N+](=O)[O-])cc1` reads 10.6%	-12.4

# The listing continues:
SMILES,Lipid storage S3,Lipid storage S3 cell count max
COc1ccccc1-c1cc2nc(C)cc(C)n2n1,?,.
COc1cc(/C=N/NC(=O)c2cc3ccccc3[nH]2)ccc1O,?,.
CCc1cc(C(=O)N2CCCC(CCC(=O)NCc3cccc(OC)c3)C2)no1 (configuration not stated),-31.5%,-19.5
O=C(Cc1csc(Nc2nc(=S)[nH]c3ccccc23)n1)N1CCN(c2cccc(Cl)c2)CC1,?,.
O=C(CS(=O)CC(=O)N(CC(=O)NC1CCCC1)C1CCCC1)Nc1ccc(F)cc1 (configuration not stated),?,.
COc1cc(NC(=O)c2cccnc2SC)cc(OC)c1,?,.
COc1ccccc1NS(=O)(=O)c1cc(NC(=O)c2cc[n+]([O-])cc2)ccc1N1CCCC1,i,.
COc1cccc(N2CCN(C3CC(=O)N(c4ccc(F)c(Cl)c4)C3=O)CC2)c1 (configuration not stated),2.6%,2.3
Cc1ccc(CN2CCc3[nH]c(=O)[nH]c(=O)c3C2)cc1,?,.
CC(C)Sc1nc(N2CCOCC2)c2c(c1C#N)CC(C)(C)SC2,19.8%,0.5
CN(CCO)c1ccc(-c2nn(C)c(=O)c3ccccc23)cc1[N+](=O)[O-],1.3%,7.0
CN1CCN(c2ccc(NC(=O)COc3ccc4ccccc4c3)cc2)CC1,?,.
CCCNC(=O)c1ccc(N2CCC3(CC2)CC(c2ccccc2)=NO3)c(NC(=O)c2ccco2)c1,5.17µM*,-21.9*
COc1ccc(CNC(=O)c2cccc(N3CCCC3=O)c2)cc1,?,.
CCOCCCNC(=O)CN1C(=O)CSc2ccc(S(=O)(=O)N3CCOCC3)cc21,i,-8.3
CCC(Oc1ccc(Cl)cc1)C(=O)N1CC(=O)Nc2ccccc21 (configuration not stated),-12.1%,-9.0
Cc1ccc(C)c(OCc2nnc(SCC(=O)NCc3ccc4c(c3)OCO4)o2)c1,5.4%,17.4
CCC(C)NC(=O)c1c(F)c(F)c(F)c(F)c1F (configuration not stated),?,.
CC1CN(CCOc2ccccc2C(C)C)CC(C)O1 (configuration not stated),?,.
NC(=O)NC(Cc1ccccc1)C(=O)NCC1(N2CCCCC2)CCCCC1 (configuration not stated),?,.

# Part of the list above in order of molecular weight, ascending:
SMILES,Lipid storage S3,Lipid storage S3 cell count max
CC1CN(CCOc2ccccc2C(C)C)CC(C)O1 (configuration not stated),?,.
CN(CCO)c1ccc(-c2nn(C)c(=O)c3ccccc23)cc1[N+](=O)[O-],1.3%,7.0
O=C(CS(=O)CC(=O)N(CC(=O)NC1CCCC1)C1CCCC1)Nc1ccc(F)cc1 (configuration not stated),?,.
CCCNC(=O)c1ccc(N2CCC3(CC2)CC(c2ccccc2)=NO3)c(NC(=O)c2ccco2)c1,5.17µM*,-21.9*

# Further compounds:
SMILES,Lipid storage S3,Lipid storage S3 cell count max
COc1ccc(CN(C(=O)c2cc3ccccc3oc2=O)C2CCCC2)cc1,-1.2%,-11.6
CS(=O)(=O)Nc1ccc(C(=O)Nc2ccc(S(=O)(=O)N3CCCCC3)cc2)cc1,?,.
COc1cccc(CNC(=O)CN(C)S(=O)(=O)c2cnc[nH]2)c1,?,.
O=C(Nc1ncc2c(n1)CC(c1ccco1)CC2=O)c1ccco1 (configuration not stated),20.5%,14.0
Cc1nc2ccccc2c(=O)n1-c1ccc(NS(=O)(=O)c2ccc(F)cc2F)cc1,-15.1%,-8.3
N#CC1=C2SCCN2C(=O)C(C#N)C12CCCCC2 (configuration not stated),?,.
CCn1ncc(Cl)c1C(=O)Nc1ccncc1,9.4%,-0.7
COc1cc2c(cc1OC)-c1cc(NC3CCCCC3)nc(=O)n1CC2,21.3%,4.6
Cc1cc(NC(=O)CSc2nc(Cc3ccc(O)cc3)c(C)[nH]2)no1,?,.
CCOc1ccnc2c1c(=O)n(Cc1cc(OC)cc(OC)c1)c(=O)n2C,i,.
CCCc1cc(C(=O)Cc2nc3ccccc3s2)c(O)cc1O,6.9%,-12.8
CCOc1ccc(N(CC(=O)NC(C)CC)S(C)(=O)=O)cc1 (configuration not stated),?,.
N=c1ccn(Cc2cccc(Cl)c2)cc1,?,.
CN1CCN(c2nc(NCc3ccco3)nc(N)c2[N+](=O)[O-])CC1,3.4%,8.9
CCn1c(SCc2ccc(C)cc2)nnc1-c1cnccn1,?,.
Cc1cc(C)cc(-n2c(SCC(=O)NCc3ccc4c(c3)OCO4)nc3ccccc3c2=O)c1,-0.5%,-1.9
Cc1noc(C)c1CSc1nnc(-c2cc(Cl)ccc2Cl)n1N,?,.
COc1ccc(CNC(=O)CN2C(=O)CC(c3ccccc3)=Nc3ccccc32)cc1,?,.
CC(C)(C)c1nnc(NC(=S)Nc2ccccc2)s1,3.7%,-9.7
O=C(NCc1ccco1)C1CCN(C(=O)c2ccc(Cl)cc2)CC1,?,.
COC(=O)C1=CN(Cc2ccc(OC)cc2)C=C(C(=O)OC)C1c1cc(OC)c(OC)c(OC)c1,i,.
CC(=O)NC1=NN(C(C)=O)C(C)(c2cccnc2)S1 (configuration not stated),-1.9%,7.1
CNc1nn(-c2cccc(Cl)c2)nc1N,?,.
CC(C)COC(=O)c1nnsc1NC(=O)Nc1ccccc1,11.7%,12.6
CC(C)Oc1ccc(C(=O)Nc2ccc(Cl)c(S(=O)(=O)Nc3ccc(Cl)cc3)c2)cc1,?,.
O=C1c2ccccc2C(=O)N1CNc1ccccc1,22.1%,20.5
Cc1ccc(C(=O)Nc2cc(C(F)(F)F)ccc2N2CCCCC2)cc1[N+](=O)[O-],?,.
O=C(Nc1nnc(C2=COCCO2)o1)c1ccc([N+](=O)[O-])s1,?,.
COc1ccc(CCC(=O)Nc2ccc(S(=O)(=O)N3CCOCC3)cc2)cc1,?,.
Clc1ccc(C2=NCCN2)cc1,?,.
O=C(NC(N1CCCC1)C(Cl)(Cl)Cl)c1ccccc1 (configuration not stated),?,.
Cc1cc(/C=C2/NC(=O)NC2=O)c(C)n1-c1ccccn1,?,.
